From PubChem BioAssay
Wee1 degr inh – human Wee1 degradation inhibition, primary screen | P30291 | HeLa Luc-Wee1K328M stability, luciferase luminescence; 100% = proteasome inhibitor MG132 effect | reporter increase, % at 5 µM | 220,000 tested, 1.2% active | AID 1321;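 active = activation above the mean of all tested compounds plus 3 SD, set per screening run, cut at about 8.8% in these data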;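 note: cells exposed to compound for 20 h before luminescence read; 0% = DMSO alone and 100% = MG132 at 30 µM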
MDM2 E3 inh – inhibitors of human Mdm2 E3 ubiquitin ligase | signal enhancement, % at 5 µM | 210,000 tested, 0.11% active | Q00987 | cell-based MDM2 ubiquitination luciferase reporter, 2 h; 0 = plate control, 100 = twice control, blank-subtracted;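 active = signal enhancement of 30% or more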;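 note: luminescence tracks abundance of the self-degrading MDM2-luciferase fusion protein; higher signal means inhibition of MDM2 E3 ligase activity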
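Timing – 2 h compound exposure at 37 °C · Assay system – mammalian cells stably expressing self-ubiquitinating, self-degrading MDM2 E3–luciferase fusion · Amount – 2000 cells seeded into each well · Measure – % luminescence enhancement versus blank-corrected plate control mean · Measured by – SteadyLite luminescence, 15 min reagent step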
BaF3 tox – parental Ba/F3 viability inhibition as JAK2V617F counter-screen. CellTiter-Glo ATP luminescence. inhibition, % at 5.6 µM. 220,000 tested, 1.1% active. AID 1486;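 active = inhibition above a per-campaign cutoff, the mean inhibition of all tested compounds plus 3 SD, cut at about 27% in these data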;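 note: 0% = DMSO wells and 100% = JAK Inhibitor I control wells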
eIF4E 4G PPI – eIF4E/eIF4G interaction inhibition in translation initiation | AID 782 | 220,000 tested, 0.37% active | TR-FRET eIF4E-eIF4GI(517-606) binding, 2 h | P63073+Q04637 | inhibition, % at 21.7 µM;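 active = inhibition above about 30%, limit read from the data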;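 note: 0% = full FRET control wells and 100% = background wells lacking eIF4GI fragment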
S1P4 antagonist – antagonists of human S1P4 receptor; S1P4-expressing cells, antagonist mode, reporter read-out; inhibition, % at 4.98 µM; 220,000 tested, 0.26% active; AID 1510; in the data active = inhibition above about 29%;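 note: 0% = wells stimulated with agonist and 100% = vehicle wells without agonist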
S1P4 ag – human S1P4 receptor agonism; 220,000 tested, 0.35% active; AID 1509; S1P4-expressing cell line, agonist reporter assay; activation, % at 4.98 µM; in the data active = activation above about 11%;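 note: 0% = DMSO vehicle and 100% = reference agonist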
Ba/F3 V617F tox – loss of viability in JAK2V617F-driven Ba/F3 cells | Ba/F3 EpoR-JAK2V617F viability, ATP luminescence | inhibition, % at 5.6 µM | 220,000 tested, 1.1% active | AID 1446;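 active = inhibition above the campaign mean plus 3 SD over all tested compounds, cut at about 24% in these data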;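 note: cytokine-independent growth of Ba/F3 cells driven by EpoR plus mutant JAK2; 0% = DMSO-treated cells and 100% = JAK inhibitor I control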
PERK inh – human PERK inhibition, primary cell-based screen; Q9NZJ5; CHO PERK-DD fusion, SEAP luminescence translation reporter; inhibition, % at 5.6 µM; 220,000 tested, 0.17% active; AID 1416;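 active = inhibition above the mean inhibition of all tested compounds plus 3 SD, set separately per screening campaign, cut at about 2.9% in these data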;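 note: PERK kinase domain activated by AP20187 dimerizer at 100 nM; 0% = DMSO with dimerizer and 100% = rapamycin at 8.4 µM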
Target sequence (Q9NZJ5 whole entry, looked up, the tested form may be a part): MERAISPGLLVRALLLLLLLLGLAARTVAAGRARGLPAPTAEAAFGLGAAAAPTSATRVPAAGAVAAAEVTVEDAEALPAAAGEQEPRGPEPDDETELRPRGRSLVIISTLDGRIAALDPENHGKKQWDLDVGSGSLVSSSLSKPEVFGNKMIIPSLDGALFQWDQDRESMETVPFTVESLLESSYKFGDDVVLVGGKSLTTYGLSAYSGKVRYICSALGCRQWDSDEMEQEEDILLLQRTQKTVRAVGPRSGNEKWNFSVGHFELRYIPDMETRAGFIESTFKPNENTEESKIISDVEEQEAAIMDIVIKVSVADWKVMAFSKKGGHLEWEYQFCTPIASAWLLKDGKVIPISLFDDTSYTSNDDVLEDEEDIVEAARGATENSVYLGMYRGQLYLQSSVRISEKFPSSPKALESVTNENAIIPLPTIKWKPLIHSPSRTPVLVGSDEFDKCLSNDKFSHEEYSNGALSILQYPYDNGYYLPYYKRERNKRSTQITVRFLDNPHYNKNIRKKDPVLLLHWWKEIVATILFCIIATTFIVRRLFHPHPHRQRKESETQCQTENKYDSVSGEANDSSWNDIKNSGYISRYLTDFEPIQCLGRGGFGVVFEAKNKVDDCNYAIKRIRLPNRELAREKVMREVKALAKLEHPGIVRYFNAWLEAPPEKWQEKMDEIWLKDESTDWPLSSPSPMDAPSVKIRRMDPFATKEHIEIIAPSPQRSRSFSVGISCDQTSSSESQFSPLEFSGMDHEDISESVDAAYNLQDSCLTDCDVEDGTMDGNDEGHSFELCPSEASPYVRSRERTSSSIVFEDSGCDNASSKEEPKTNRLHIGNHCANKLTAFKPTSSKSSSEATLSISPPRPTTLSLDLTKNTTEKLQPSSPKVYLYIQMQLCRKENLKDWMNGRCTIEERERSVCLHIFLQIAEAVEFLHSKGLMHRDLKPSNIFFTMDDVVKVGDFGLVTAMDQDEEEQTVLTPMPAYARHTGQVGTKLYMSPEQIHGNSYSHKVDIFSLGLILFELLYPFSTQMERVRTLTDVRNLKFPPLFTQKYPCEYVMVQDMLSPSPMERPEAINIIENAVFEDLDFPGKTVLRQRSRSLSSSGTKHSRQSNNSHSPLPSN
NPY2 pot ag – human NPY-Y2 potentiation or agonism, primary screen | AID 1359 | activation, % at 3.6 µM | cells expressing NPY-Y2, potentiator/agonist read-out | 220,000 tested, 0.45% active; in the data active = activation above about 27%;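 note: cells stimulated with NPY near EC25 plus isoproterenol at EC100; 0% = vehicle plus submaximal agonist and 100% = vehicle plus saturating agonist; some results beyond the cut were filed as inactive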
An asterisk follows results filed as active; / = not tested or not shown; [ ] = another dose, or the depositor's remark.

Structure	Wee1 degr inh	MDM2 E3 inh	BaF3 tox	eIF4E 4G PPI	S1P4 antagonist	S1P4 ag	Ba/F3 V617F tox	PERK inh	NPY2 pot ag
O=C(C[n+]1ccccc1)N1CCCc2ccccc21	-2	-1	4	0	2	-0.3	-1	0.8	-9
Cc1cccc(Cc2c(C)[nH]c(=O)c(C#N)c2C)c1	-2	-13	4	4	3	-0.9	4	-0.2	-5
COc1ccc(NC(=S)NCCN2CCC(C)CC2)cc1	4	/	10	-2	0	-0.5	7	0.6	-21
CCn1ccc(C(=O)Nc2ccccc2SC)n1	8	-3	7	2	-8	-0.3	1	1.4	6
O=S(=O)(c1ccc(Cl)c(S(=O)(=O)N2CCCC2)c1)N1CCCC1	-3	-9	9	-1	2	-0.7	1	-0.1	-3
FC(F)(F)c1cnc(Sc2nnc(-c3cccs3)n2CC2CCCO2)c(Cl)c1 (centres undefined)	-3	/	0	4	6	-0.1	1	-0.2	2
NNc1nc2c(Cl)cccc2s1	3	-1	6	-3	-6	2.3	1	0.2	3
COC(=O)NCc1cccc(CNC(=O)OC)c1	0	7	7	1	-1	5.8	-1	1.7	18
Cc1cc(-c2ccccc2)n(-c2cc(N/N=C/c3ccccc3O)ncn2)n1	1	-10	76*	-2	-13	0.1	69*	0.7	-5
Cc1noc(C)c1-c1nnc(-c2ccc(C(F)(F)F)cc2)o1	2	1	-1	1	-9	0.8	-1	2.3	-25
O=C(NCc1ccco1)C1CC(c2cccc([N+](=O)[O-])c2)=NO1 (centres undefined)	-1	-9	1	5	-8	1.5	-4	1.4	-13
COc1ccc(OC)c2sc(N3CCN(c4ccccc4)CC3)nc12	22*	/	3	/	-5	-2.6	-3	0.5	-17
COCCN1C=C(C(=O)OC)C(c2ccc(OC)c(OC)c2)C(C(=O)OC)=C1	-3	-4	2	-4	-10	3.0	-1	0.5	-21
COc1cc(C(=O)c2cocc2C(=O)c2ccc3c(c2)OCO3)cc(OC)c1OC	2	-1	78*	2	6	1.5	71*	-1.1	-17
CCCNS(=O)(=O)c1ccc(CCC(=O)NCC2CCCO2)cc1 (centres undefined)	-2	-5	2	0[fluorescence artefact?]	-19	1.3	-2	0.0	-13

3 of these compounds, set out differently:
Every second line gives: Wee1 degr inh | MDM2 E3 inh | BaF3 tox | eIF4E 4G PPI | S1P4 antagonist | S1P4 ag | Ba/F3 V617F tox | PERK inh | NPY2 pot ag
O=C(NCc1ccco1)C1CC(c2cccc([N+](=O)[O-])c2)=NO1 (centres undefined)
  -1 | -9 | 1 | 5 | -8 | 1.5 | -4 | 1.4 | -13
COc1ccc(OC)c2sc(N3CCN(c4ccccc4)CC3)nc12
  22* | / | 3 | / | -5 | -2.6 | -3 | 0.5 | -17
COCCN1C=C(C(=O)OC)C(c2ccc(OC)c(OC)c2)C(C(=O)OC)=C1
  -3 | -4 | 2 | -4 | -10 | 3.0 | -1 | 0.5 | -21

The results go on:
Structure	Wee1 degr inh	MDM2 E3 inh	BaF3 tox	eIF4E 4G PPI	S1P4 antagonist	S1P4 ag	Ba/F3 V617F tox	PERK inh	NPY2 pot ag
COc1ccc(-c2csc(NC(=O)CSc3ncn[nH]3)n2)cc1OC	2	-15	5	0	-3	-2.7	6	-0.4	-12
O=c1cc(CO)occ1OCc1ccccc1	0	-25	2	-1	2	1.2	-1	0.4	-31
CCc1nc2ccccc2n(CCOCCOCCn2c(=O)c(CC)nc3ccccc32)c1=O	0	-19	14	5	4	-0.1	-3	-0.4	-6
CCCc1cc(C(=O)NNC(=S)NC(C)c2ccccc2)cs1 (centres undefined)	5	-4	2	-1	2	0.2	-5	0.2	0
CCC(NC(=O)NNC(=O)c1ccncc1)(C(F)(F)F)C(F)(F)F	0	-59	-1	1	-18	1.3	0	0.5	-5
O=C(OC(C(=O)O)C(OC(=O)c1ccccc1)C(=O)NCc1ccccc1)c1ccccc1 (centres undefined)	0	-6	0	-1	-6	0.1	-4	0.9	-8
CN(C)CCCNCCCNC(=O)c1ccncc1	-1	14	5	3	10	0.1	-5	0.0	6
COCCn1c(C)cc(C(=O)CN2CCCCC2)c1C	0	-15	3	-3	-6	-1.1	-2	0.4	-4
Cc1nn(-c2ccccc2)c(C)c1/C=N/NC(=O)c1cc(C2CC2)[nH]n1	0	-1	0	6	5	-0.4	-2	-1.0	3
COc1cccc2cc(/C(=N/O)c3ccccc3)oc12	5	-6	10	-2	6	-0.7	-1	1.8	-5
COc1ccc(/C=N/NC(=O)Nc2cccc3nsnc23)c(OC)c1	-2	-14	3	-26	-7	-1.0	-2	-0.8	-3

Profiles, looked up by structure.
`COc1cccc2cc(/C(=N/O)c3ccccc3)oc12` is listed with Wee1 degr inh: 5; MDM2 E3 inh: -6; BaF3 tox: 10; eIF4E 4G PPI: -2; S1P4 antagonist: 6; S1P4 ag: -0.7; Ba/F3 V617F tox: -1; PERK inh: 1.8; NPY2 pot ag: -5
`CCCc1cc(C(=O)NNC(=S)NC(C)c2ccccc2)cs1` (centres undefined) is listed with Wee1 degr inh: 5; MDM2 E3 inh: -4; BaF3 tox: 2; eIF4E 4G PPI: -1; S1P4 antagonist: 2; S1P4 ag: 0.2; Ba/F3 V617F tox: -5; PERK inh: 0.2; NPY2 pot ag: 0
